Screening data from PubChem.
TROY signal inh = blocks TROY-dependent signaling in reporter cells. inhibition, % at 10 µM. actives 0.98% (n = 360,000). AID 1347056. Q293 LMP1-TROYcd NF-kB luciferase reporter, 4 h;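 active = compounds whose plate-normalised and pattern-corrected inhibition of the luciferase reporter signal at the single screening dose is 50% or more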
TWEAK-Fn14 inh = inhibitors of TWEAK-Fn14 interaction signaling; TWEAK-stimulated Fn14 reporter cells, luciferase luminescence, 8 h; inhibition, % at 10 µM; actives 2% (n = 360,000); in the data active = inhibition above about 50%
Peg3 prom inh = Peg3 promoter activity inhibition | HeLa PEG-Prom luciferase reporter, luminescence, overnight | inhibition, % at 20 µM | AID 588405 | actives 1.7% (n = 360,000);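 active = inhibition of at least 50% at 20 µM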
NR2E3 ag-1 = agonists of human nuclear receptor NR2E3; Q9Y5X4; GST-NR2E3/biotin-RetCOR TR-FRET, 1536-well; inhibition of corepressor binding, % at 4.78 µM; actives 0.12% (n = 320,000); AID 2300;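 active = percent inhibition above the cutoff of mean plus 3 SD of all tested compounds, set per screening campaign, cut at about 20% in these data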;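 also: 0% = DMSO wells and 100% = biotin wells as full block of FRET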
Target sequence (Q9Y5X4 whole entry, looked up): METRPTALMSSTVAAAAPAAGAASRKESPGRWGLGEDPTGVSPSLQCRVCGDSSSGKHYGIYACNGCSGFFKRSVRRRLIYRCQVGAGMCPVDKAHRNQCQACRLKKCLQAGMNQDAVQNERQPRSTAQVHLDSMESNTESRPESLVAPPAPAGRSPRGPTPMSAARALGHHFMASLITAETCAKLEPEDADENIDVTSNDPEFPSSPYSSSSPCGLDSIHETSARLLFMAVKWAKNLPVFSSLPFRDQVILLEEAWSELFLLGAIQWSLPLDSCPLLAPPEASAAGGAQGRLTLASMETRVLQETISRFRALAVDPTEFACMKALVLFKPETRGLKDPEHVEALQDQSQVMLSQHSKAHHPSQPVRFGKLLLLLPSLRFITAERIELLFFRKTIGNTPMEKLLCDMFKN
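Test system: GST-NR2E3 and biotin-RetCOR proteins | Quantity: 1.35 nM GST-tagged NR2E3 final | Medium: Tris pH 7.5 | Also added: 7 nM biotin-RetCOR | Dosing: Compound at 4.8 µM, single dose | Timing: 5 h at 4 °C | Detection: Time-resolved FRET | Read-out basis: Percent inhibition | Benchmarks: Biotin wells as high control, 0.6% DMSO wells as low control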
KKLEB cytotox = reduces viability of KKLEB cystic fibrosis airway cells. KKLEB CF airway cells viability, ATPlite luminescence, overnight; stronger effect = lower value; cells stimulated with P. aeruginosa culture filtrate. activity change (cytotoxicity), % at 5 µM. AID 602141. actives 0.36% (n = 360,000);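 active = corrected activity change at or below -50% at 5 µM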
NR2E3 ag-2 = human photoreceptor-specific nuclear receptor agonism. AID 602229. actives 0.35% (n = 360,000). CHO-S Gal4-NCOR/VP16-NR2E3 two-hybrid, luciferase. Q9Y5X4. inhibition of corepressor binding, % at 3.98 µM;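 active = inhibition above the mean of all tested compounds plus 3 SD, cut at about 70% in these data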;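 also: 0% = DMSO with NR2E3 transfected cells and 100% = cells lacking NR2E3 construct; higher means lower luciferase signal from less NR2E3 corepressor binding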
C8 TRAIL sens = sensitizes caspase-8 expressing cells to TRAIL | NB7+C8 cells + TRAIL, ATPlite viability luminescence | AID 624354 | actives 1% (n = 360,000) | inhibition (viability loss, TRAIL sensitization), % at 10 µM;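 active = compounds causing at least 50% loss of cell viability in the single-dose screen, relative to plate controls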
Shn3 inh set2 = Schnurri-3 reporter inhibition in Clone20 osteoblasts; Clone20 osteoblast Shn3 3'UTR firefly luciferase, 24 h; inhibition, % at 12.5 µM; actives 0.52% (n = 360,000);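 active = mean inhibition of at least 75% with every replicate also reaching 75%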;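 also: 0% = median of neutral control wells and 100% = pilot-screen positive control compound; some compounds past the cut are filed as inactive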
TRPM1 prom inh = MITF TRPM1 promoter inhibition in SK-MEL-5 cells | AID 488899 | actives 0.83% (n = 330,000) | inhibition, % at 12.5 µM | SK-MEL-5 TRPM1 promoter luciferase, 24 h;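 active = mean inhibition across replicates of 60% or more, whatever share of single replicates reaches that level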; also: values of inactives mirror those of a sister screen read the other way
HIF-2a inh = blocks HIF-2a reporter activity. 786-0 RCC cells HIF-2a reporter, luciferase luminescence, overnight. inhibition, % at 18.8 µM. actives 0.72% (n = 360,000);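 active = inhibition of the luminescence signal of 40% or more relative to plate controls, in a single-dose primary screen at 18.75 µM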
CF NFkB block = blocks PAF-induced NF-kB reporter in cystic fibrosis cells | KKLEB NF-kB-GFP reporter, GFP fluorescence overnight | inhibition, % at 5 µM | actives 0.86% (n = 360,000) | AID 588850;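 active = at least 50% inhibition at 5 µM, scaled per plate between neutral and stimulator controls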;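 also: PAF is a Pseudomonas aeruginosa culture filtrate used as stimulus; plate controls were PAF-stimulated DMSO wells for no effect and unstimulated DMSO wells for full effect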
Numbers without * were called inactive; x = not tested or not shown. An excerpt. The share of hits here may be higher or lower than overall.

Below each SMILES: TROY signal inh, TWEAK-Fn14 inh, Peg3 prom inh, NR2E3 ag-1, KKLEB cytotox, NR2E3 ag-2, C8 TRAIL sens, Shn3 inh set2, TRPM1 prom inh, HIF-2a inh, CF NFkB block
C(=N\Nc1ccccn1)/c1cccnc1
 : 1, -10, -59, 0, -11, -46, 0, -17, x, -86, 23
Cc1cc(C)cc(NC(=O)C2CCCC2)c1
 : -6, -2, 5, 0, 4, 12, 3, -10, 4, -10, -6
CSc1ccc(C2C(C#N)=C(N)Oc3c2ccc(=O)c2c(C)oc(C)c32)cc1 (configuration not stated)
 : 14, -7, -8, 3, 1, -9, 1, 0, 2, 0, -16
C=CCNc1nnc(SC2CC(=O)N(c3ccc(OCCC)cc3)C2=O)s1 (configuration not stated)
 : -1, 14, 104*, -1, 2, 11, 4, 5, -9, -42, 0
O=C(CCCSc1nc2ccccc2[nH]1)NCc1ccco1
 : -4, 2, 4, -2, 0, -23, -1, 3, -12, 7, 14
Cc1ccc(NC2CCCN(C(=O)c3cc4ncccn4n3)C2)cc1C (configuration not stated)
 : -30, -2, 16, -1, 2, -12, 3, -16, -16, 4, -12
COC(=O)c1cn(NC(=O)C2CCCO2)c(=O)c2ccccc12 (configuration not stated)
 : 0, 12, 19, 0, -3, -9, 2, 11, 8, 5, -2
COc1cccc(CNc2nc3cc(-c4cccc(Cl)c4)sc3c(=O)n2C)c1OC
 : 10, 50*, -9, x, -17, -10, 8, 18, x, -91, -2
O=C(Nc1ccccc1Cl)N1CCn2c(nc3ccccc32)C1
 : -46, -5, -17, 1, -5, -8, 13, 11, -4, -10, 7
Nc1nc2ccccc2n1S(=O)(=O)c1ccccc1
 : 7, -9, 33, x, 0, -4, 1, 17, x, 19, 17
O=C(Nc1ccc(N2CCOCC2)cc1N1CCOCC1)c1ccc(Cl)cc1
 : -8, 9, 20, 2, 0, -2, -1, 1, 7, 9, -3
CC1(C)Cc2c(C#N)c(N3CCN(C(=O)c4ccco4)CC3)nc(-c3ccco3)c2CS1
 : -21, -21, 24, 5, 4, -39, 1, -15, -3, 8, -18
COc1ccc(C(=O)COC(=O)/C=C/c2ccc(S(=O)(=O)Nc3cccc(S(N)(=O)=O)c3)cc2)cc1
 : 5, 37, 25, 0, -3, -5, -5, 14, -5, 4, 22
CCCCCN1C(C)=CC(=C(C#N)C#N)C=C1C
 : -12, 16, 0, -4, -21, -23, 1, -9, -1, 16, 2
COc1ccc2nc(Cl)c(C=O)c(N3CCOCC3)c2c1
 : 7, 17, 11, x, 4, -26, -4, 4, x, 16, 24

Brought forward from above: five entries; new compounds follow.
Below each SMILES: TROY signal inh, TWEAK-Fn14 inh, Peg3 prom inh, NR2E3 ag-1, KKLEB cytotox, NR2E3 ag-2, C8 TRAIL sens, Shn3 inh set2, TRPM1 prom inh, HIF-2a inh, CF NFkB block
O=C(Nc1ccc(N2CCOCC2)cc1N1CCOCC1)c1ccc(Cl)cc1
 : -8, 9, 20, 2, 0, -2, -1, 1, 7, 9, -3
CC1(C)Cc2c(C#N)c(N3CCN(C(=O)c4ccco4)CC3)nc(-c3ccco3)c2CS1
 : -21, -21, 24, 5, 4, -39, 1, -15, -3, 8, -18
COc1ccc(C(=O)COC(=O)/C=C/c2ccc(S(=O)(=O)Nc3cccc(S(N)(=O)=O)c3)cc2)cc1
 : 5, 37, 25, 0, -3, -5, -5, 14, -5, 4, 22
CCCCCN1C(C)=CC(=C(C#N)C#N)C=C1C
 : -12, 16, 0, -4, -21, -23, 1, -9, -1, 16, 2
COc1ccc2nc(Cl)c(C=O)c(N3CCOCC3)c2c1
 : 7, 17, 11, x, 4, -26, -4, 4, x, 16, 24
Cc1ccc(Cl)c(OCC(=O)Nc2cc(S(=O)(=O)N3CCOCC3)ccc2N2CCCC2)c1
 : 4, -13, -2, -2, 7, -15, -1, -36, -15, -5, 3
O=C(COc1ccc(F)cc1)Nc1ccc(-n2cnnn2)cc1
 : 2, 17, -3, 2, -26, 3, 7, -2, -7, 23, 13
CC(C)(C)c1cc(N/C=C\c2nnnn2-c2ccc(Br)cc2)no1
 : 15, 19, 30, -2, -7, -9, -15, 7, 16, 10, 8
Cc1ccc2c(c1)-c1c(cnn1CC(=O)N(Cc1ccco1)C1CCCCC1)CO2
 : 6, 38, 9, 1, 9, -7, 11, 26, 8, 3, -10
COC(=O)c1ccc(Cn2nnc3c(=O)[nH]c(C4CCN(S(=O)(=O)c5ccc(F)cc5)CC4)nc32)cc1
 : -25, -17, 15, 0, 11, -25, 10, -1, 14, 17, -6
CCOC(=O)C1(C)CCCCN1C(=O)c1cccnc1 (configuration not stated)
 : 1, -1, 4, x, -4, 0, 5, -8, x, 4, 0
COCCN(C(=O)CSc1nnc(-c2ccc(C(C)(C)C)cc2)n1N)c1c(N)n(CC(C)C)c(=O)[nH]c1=O
 : 17, -3, -6, 4, 9, 4, -6, 11, -3, -3, -14
c1ccc2c(c1)SCc1nnc(-c3ccncc3)n1-2
 : -28, -3, -2, -2, 1, 2, -7, 7, 9, 21, 12
C[C@H]1CN([C@@H](C)CO)C(=O)Cc2cc(NC(=O)CCC(F)(F)F)ccc2O[C@H]1CN(C)CC1CC1
 : 7, -23, 5, x, -4, 12, 19, 1, -19, 10, -4
CCC(=O)Nc1ccc(S(=O)(=O)Nc2c(NC)c3ccccc3oc2=O)cc1
 : 0, 8, 12, -1, -1, 5, 1, 20, 2, 14, 0
CCOc1ccc(NC(=O)C2CCCN(S(=O)(=O)c3ccc(-n4cnnn4)cc3)C2)cc1 (configuration not stated)
 : -2, 11, 13, -2, -6, -25, 16, -32, 4, 10, 6
O=C(COC(=O)c1cccc(OC(F)F)c1)NC(=O)NC1CCCCC1
 : -5, 2, 10, 0, 4, -21, 11, 9, 10, -6, 8
COc1cccc(C2[C@H](C)C3(CCN2C)OCCO3)c1 (some centres not stated)
 : -12, 3, 16, 0, -4, -8, 3, -7, 7, 12, 8
O=C(NCc1ccc2c(c1)OCO2)c1cc([N+](=O)[O-])ccc1N1CCCCC1
 : 8, -6, 27, -1, -11, -38, -44, -3, 13, 17, 7
CCN(CC)CCNC(=O)Cc1c(C(=O)O)n(C)c2ccccc12
 : 0, -3, 0, -2, 2, -10, -3, -25, 10, 12, 0

Later entries
Abbreviations: A = TROY signal inh; B = TWEAK-Fn14 inh; C = Peg3 prom inh; D = NR2E3 ag-1; E = KKLEB cytotox; F = NR2E3 ag-2; G = C8 TRAIL sens; H = Shn3 inh set2; I = TRPM1 prom inh; J = HIF-2a inh; K = CF NFkB block
Structure: Cc1ccc(S(=O)(=O)N2CCN(C(=O)CSc3ncn[nH]3)CC2)c(C)c1
  A: -1; B: 3; C: 16; D: 2; E: 8; F: 9; G: -3; H: 14; I: 3; J: 10; K: 11

Structure: O=C(O)Cc1csc(-c2ccc(F)cc2)n1
  A: 2; B: 6; C: 21; D: 4; E: -5; F: 27; G: 11; H: 1; I: -1; J: 22; K: 7

Structure: Cc1ccc2c(c1)N=C(c1ccc(Cl)cc1)CO2
  A: -8; B: -26; C: -282; D: -5; E: 1; F: -62; G: -7; H: -103; I: -69; J: -268; K: -9

Structure: COc1ccc(Cc2[nH]n3c(=O)cc(C(C)C)nc3c2-c2ccccc2)cc1
  A: 34; B: 15; C: 52*; D: 2; E: -6; F: -8; G: 11; H: 60; I: 23; J: 22; K: 9

Structure: CC(=O)NC(c1cccc(F)c1)c1nc(-c2cccc(C(F)(F)F)c2)cs1 (configuration not stated)
  A: -10; B: -24; C: 0; D: x; E: 6; F: -30; G: 4; H: -27; I: x; J: -9; K: -48

Structure: CN(CC(=O)Nc1cccc(F)c1)C(=O)C1CCC(C(=O)N(C)CC(=O)Nc2cccc(F)c2)CC1 (configuration not stated)
  A: 7; B: -15; C: 17; D: x; E: 0; F: -12; G: 7; H: 16; I: 0; J: 14; K: 5

Structure: Cc1ccc(S(=O)(=O)CCC(=O)Nc2nnc(-c3ccccc3S(C)(=O)=O)o2)cc1
  A: -11; B: -4; C: 8; D: -2; E: 9; F: -8; G: 4; H: 13; I: 10; J: 11; K: 5

Structure: Nc1cccc(C(=O)Nc2ccccc2Cl)c1
  A: -43; B: -16; C: -35; D: -1; E: 8; F: -8; G: -1; H: 4; I: -31; J: -68; K: -5

Structure: CCn1c(C)nc2cc(C(=O)N/N=C(\C)c3ccc(OC)cc3O)ccc21
  A: 2; B: -18; C: 23; D: x; E: 13; F: -30; G: 2; H: 55; I: -6; J: -9; K: 8

Structure: Cc1nc2sc(C(c3cccc(F)c3)N3CCC(C)CC3)c(O)n2n1 (configuration not stated)
  A: -10; B: -9; C: 16; D: -3; E: 3; F: 22; G: -2; H: 8; I: 0; J: 17; K: -11

Structure: Cc1onc(-c2c(F)cccc2Cl)c1C(=O)Nc1cc2cc([N+](=O)[O-])ccc2oc1=O
  A: 21; B: 8; C: 16; D: x; E: -3; F: 3; G: -2; H: -35; I: x; J: 4; K: -20

Structure: Cc1cc(C)n(C(=O)COc2c(C)cccc2C)n1
  A: -9; B: 7; C: -8; D: 3; E: 3; F: -6; G: -1; H: 3; I: 7; J: 10; K: -12

Structure: Cc1ccccc1Cn1cc(NC(=O)CSc2nc3c(c(C(F)(F)F)n2)CCc2ccccc2-3)cn1
  A: 5; B: 7; C: 10; D: 0; E: -6; F: -7; G: -4; H: 21; I: 7; J: 3; K: -8

Structure: O=C(Nc1ccccc1Cl)c1sccc1-c1ccccc1
  A: -4; B: -3; C: 19; D: 4; E: 10; F: -29; G: 7; H: 21; I: -1; J: -16; K: -25

Structure: Cc1ccc(OCC(=O)N(Cc2cccc(F)c2)C2CCS(=O)(=O)C2)cc1 (configuration not stated)
  A: -36; B: 1; C: 18; D: -4; E: -3; F: -24; G: 11; H: -14; I: 4; J: 15; K: 8

Structure: Cc1nn(C2CCS(=O)(=O)C2)c(C)c1CN(C)C(=O)c1ccc(Cl)cc1 (configuration not stated)
  A: 4; B: 13; C: -1; D: 3; E: -8; F: -2; G: 1; H: 0; I: -4; J: 7; K: 23

Structure: CCOc1ccc(NC(=O)CN2C(=O)CCSc3ccc(S(=O)(=O)N4CCCC4)cc32)cc1
  A: -21; B: 8; C: -1; D: 0; E: 2; F: -4; G: -11; H: 0; I: -2; J: 17; K: -8

Structure: CCN(CC)CCN(C(=O)C1CCCCC1)c1nc2cc3c(cc2s1)OCO3
  A: -15; B: -44; C: -29; D: 0; E: 8; F: 16; G: 11; H: -9; I: -4; J: -21; K: -12

Structure: C=CCn1c(COc2cccc(C)c2)nnc1SCn1nnc2ccccc2c1=O
  A: -19; B: -12; C: -39; D: 2; E: 13; F: -25; G: -6; H: -1; I: 0; J: -38; K: -6

Structure: O=C(CNC(=O)c1ccccc1Br)N/N=C/c1ccc(O)cc1
  A: -1; B: -54; C: 5; D: -1; E: 9; F: -13; G: 1; H: -1; I: 3; J: -2; K: -14

Structure: CCOC(=O)C1CCN(C(=O)C(CCSC)NC(=O)COc2ccccc2)CC1 (configuration not stated)
  A: -3; B: -8; C: 22; D: 4; E: 4; F: -17; G: 7; H: -25; I: x; J: 2; K: 5
